Assay outcomes from PubChem BioAssay.
NTR1 agonist: agonists of NTR1, primary screen, imaging, U2OS cells, beta-arrestin-GFP, high content (AID 493036); Neurotensin receptor type 1 (Homo sapiens), P30989; NTR1-U2OS beta-arrestin-GFP spot imaging, agonist mode; activation, % at 20 µM; actives 0.17% (n = 330,000);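 active means activation at or above 40% of the spot to cytoplasm intensity ratio, with at least 20 cells analyzed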;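 further: 0% = DMSO without peptide and 100% = 100 nM NTR1 peptide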
Target sequence (P30989 whole entry, looked up): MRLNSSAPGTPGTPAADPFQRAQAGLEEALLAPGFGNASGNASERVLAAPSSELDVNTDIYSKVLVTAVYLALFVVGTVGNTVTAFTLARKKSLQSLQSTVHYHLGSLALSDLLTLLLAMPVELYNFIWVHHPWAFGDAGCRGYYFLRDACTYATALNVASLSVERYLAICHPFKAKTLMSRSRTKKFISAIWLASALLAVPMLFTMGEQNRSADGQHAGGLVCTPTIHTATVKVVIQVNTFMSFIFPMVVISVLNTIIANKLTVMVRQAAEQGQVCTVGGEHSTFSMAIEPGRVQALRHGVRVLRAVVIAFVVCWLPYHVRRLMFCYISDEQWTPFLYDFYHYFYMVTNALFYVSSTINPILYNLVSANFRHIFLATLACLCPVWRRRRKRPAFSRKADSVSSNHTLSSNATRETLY
Myeloid diff 2: induction of myeloid progenitor differentiation, primary screen, cell-based, flow cytometry, MLPCN library. ER-HoxA9 myeloid progenitors, lysozyme-GFP differentiation. calls only at 10 µM. actives 1% (n = 360,000). AID 624256, 2012;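 active means normalized GFP-positive differentiation at or above the plate's own cutoff, the solvent-only control mean plus 3 SD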;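 further: cells exposed to compound for four days before flow analysis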
NOD1 inhibition: NOD1 signaling inhibitors, primary screen, cell-based, luminescence, uHTS (AID 1578); inhibition, % at 4 µM; hits with a dose series show EC50 in µM; NOD1-driven NF-kB luciferase reporter cells, luminescence; higher % means a stronger effect; actives 1% (n = 290,000); in the data active means inhibition mostly above about 36%, no sharp cut-off; inactive means mostly below about 34%;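 further: HEK-293T reporter cells stimulated with the NOD1 agonist gamma-tri-DAP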
GPR55 LPI antagonism: GPR55 antagonists blocking LPI-driven arrestin recruitment, primary screen, imaging, U2OS, beta-arrestin-GFP, LPI agonist (AID 2013) | U2OS GPR55 beta-arrestin-GFP translocation imaging, LPI antagonism; higher % means a stronger effect | G-protein coupled receptor 55 (Homo sapiens) | one-dose inhibition, % at 10 µM; IC50 in µM for titrated hits | actives 0.13% (n = 290,000);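 active means spots per cell inhibited over 60%, with over 100 cells counted and total cytoplasm intensity under 500,000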;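 further: U2OS cells stably carrying GPR55 and arrestin-GFP stimulated by 5 µM LPI near EC80; imaged beta-arrestin-GFP aggregate spots per cell after agonist stimulation; plate controls were LPI-stimulated DMSO wells for no effect and DMSO wells without LPI for full effect; some results filed as inactive read as strong as hits; confirmed hits need IC50 under 10 µM and bright autofluorescent wells are also inconclusive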
KOR beta-arrestin-1: KOR agonists, beta-arrestin recruitment, primary screen, cell-based, luminescence, uHTS (AID 1777); Kappa-type opioid receptor (Homo sapiens); KOR beta-arrestin recruitment, luminescence; higher % means a stronger effect; activation, % at 10 µM; hits with a dose series show EC50 in µM; actives 0.02% (n = 280,000); in the data active means activation above about 50%, passing the limit was not always enough; further: a part of the inactive calls stands beside numbers as strong as those of hits
KOR beta-arrestin-2: KOR antagonists, beta-arrestin recruitment, cell-based, luminescence, uHTS (AID 1778); Kappa-type opioid receptor (Homo sapiens); KOR beta-arrestin recruitment, luminescence, antagonist mode; higher % means a stronger effect; inhibition, % at 10 µM, or IC50 in µM where a hit was titrated; actives 0.091% (n = 290,000); further: strong numbers were not always called active
HEK293 NOD2/NF-kB: NOD2 signaling inhibitors, cell-based, luminescence, uHTS, HEK293 (AID 1566). actives 0.63% (n = 290,000). inhibition, % at 4 µM, or EC50 in µM where a hit was titrated. HEK293 NOD2/NF-kB luciferase reporter, luminescence; higher % means a stronger effect; further: many of its hits are not listed in these tables
GPR55 beta-arrestin: GPR55 agonists via beta-arrestin recruitment, primary screen, imaging, U2OS cells, beta-arrestin-GFP redistribution (AID 1961) | U2OS GPR55 beta-arrestin-GFP redistribution imaging; higher % means a stronger effect | actives 0.048% (n = 290,000) | activation, % at 10 µM; hits with a dose series show EC50 in µM;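 active means activation above 40% with more than 50 cells counted in the well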;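 further: U2OS osteosarcoma cells stably expressing GPR55 and beta-arrestin-GFP; plate controls were DMSO negative control for no effect and LPI positive control for full effect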
T cell HTS: modulators of CD8 T cell-vesicle binding, primary screen, mouse 2C CD8+ T cells, flow cytometry; AID 2052, 2009; 2C CD8+ T cell-vesicle binding; active compounds read low; actives 0.068% (n = 330,000); calls only at 7 µM;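 active means response, share of CD8 T cells binding vesicles, and their 90th percentile fluorescence all below set limits, cut at about 80% in these data, passing the limit was not always enough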
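material = purified 2C TCR transgenic mouse naive CD8+ T cells | controls = Unloaded micro-vesicles (low), QL9 vesicles with 0.7% DMSO (high) | detection = cytometric PE anti-B7-1 and Alexa647 anti-CD8 signals after 1% paraformaldehyde fixation | incubation = binding step 1.5 h, 37 °C, antibody labelling 20 min, ice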
T cell HTS vesicle-bound %: also measured in T cell HTS; calls as there; double positive events, %; measured here: CD8+ vesicle-bound cell fraction;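 binding gate set so that unloaded-vesicle control wells show 10% double positive cells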
NTR1 agonist cell count 20 µM: second read-out of NTR1 agonist, no call of its own (marks repeat the call); cell count; measured here: cell count, cytotoxicity flag
Myeloid diff 2 GFP+ MAC1+ %: further read-out of Myeloid diff 2, marked with its call; GFP+ MAC1+ double positive, %; measured here: differentiation confirmed by MAC1 staining
* hit, by the source's call; i = inactive; . = no result given; & = joins results of further samples; [ ] = dose if it differs, or a comment. Unless noted, no stated cut-off is given here; in the data, active means inhibition above about 50%; inactive means the rest.

Short keys – A = NTR1 agonist; B = NTR1 agonist cell count 20 µM; C = Myeloid diff 2; D = Myeloid diff 2 GFP+ MAC1+ %; E = NOD1 inhibition; F = GPR55 LPI antagonism; G = KOR beta-arrestin-1; H = KOR beta-arrestin-2; I = HEK293 NOD2/NF-kB; J = GPR55 beta-arrestin; K = T cell HTS; L = T cell HTS vesicle-bound %
1: O=C(N/N=C/c1cccnc1)c1cccc(S(=O)(=O)Nc2cccc(Cl)c2)c1
  A: -0.2; B: 59; C: i; D: 0.4; E: -11%; F: 0%; G: -2.5%; H: 11%; I: 18%; J: 0.1%; K: i; L: 58

2: CCC(COC)NC(=O)CCc1nnc(Cc2cccc(C(F)(F)F)c2)o1 (configuration not stated)
  A: 1.1; B: 52; C: i; D: 0.9; E: -31%; F: 5%; G: -5.9%; H: -20%[20 µM]; I: -25%; J: -0.1%; K: i; L: 18

3: COc1ccccc1NC(=O)CCn1c(=O)c2cccn2c2ccccc21
  A: 0.1; B: 48; C: i; D: 1.2; E: -29%; F: 7%; G: -0.1%; H: -17%; I: 5%; J: -0.2%; K: i; L: 10

4: NS(=O)(=O)c1ccc(NC(=O)COC(=O)c2ccc(Cl)cc2[N+](=O)[O-])cc1
  A: 2.1; B: 57; C: i; D: 0.2; E: -3%; F: -7%; G: 2.7%; H: -4%; I: 6%; J: 0.3%; K: i; L: 7

5: COc1ccc(N=C2S/C(=C\c3cc(C)n(C)c3C)C(=O)N2CC(C)C)cc1
  A: 22; B: 41; C: i; D: 0.1; E: 41%; F: 6%; G: 4.0%; H: -10%; I: 12%; J: -0.1%; K: i; L: 30

6: Cc1ccc(CCNC(=O)Cn2ncc3c([nH]c4ccccc43)c2=O)cc1
  A: 1.1; B: 61; C: i; D: 0.7; E: 14%; F: 4%; G: 0.3%; H: 16%; I: 12%; J: -0.1%; K: i; L: 4

7: NC(N)=NC(=O)c1nc(Cl)c(N)nc1N
  A: -1.4&-1.9&-3.8; B: 60&45&65; C: i; D: 14&6.7&5.2; E: -14%; F: 9%; G: -1.7%; H: -31%; I: 3%; J: -0.2%; K: i; L: 25&8&21

8: COc1ccc(C(=S)N2CCN(S(=O)(=O)c3ccccc3)CC2)cc1
  A: -1.2; B: 50; C: i; D: 0.3; E: -12%; F: 6%; G: 4.7%; H: -12%; I: 7%; J: -0.2%; K: i; L: 16

9: CC(SCc1ccccc1)C(=O)N/N=C/c1cccs1 (configuration not stated)
  A: 1.3; B: 56; C: i; D: 0.5; E: -13%; F: -3%; G: 5.1%; H: -9%; I: 13%; J: -0.3%; K: i; L: 7

10: Cc1cc(Cl)ccc1NC(=S)N1CCN(Cc2ccccc2)CC1
  A: -0.5; B: 49; C: i; D: 0.2; E: -13%; F: 1%; G: -4.4%; H: -9%; I: 5%; J: 0.0%; K: i; L: 50

11: CC(C)NC(=O)c1cc2ccccc2o1
  A: -1.2; B: 66; C: i; D: 1.3; E: -19%; F: 14%; G: -3.6%; H: -13%; I: 6%; J: 1.2%; K: i; L: 12

12: O=C(OCCN1CCCCC1)c1cccc(Cl)c1
  A: 0.6; B: 62; C: i; D: 0.2; E: 3%; F: -2%; G: 1.4%; H: 3%; I: 8%; J: -0.1%; K: i; L: 56

13: O=C(Nc1ccc2c(c1)OCO2)c1c(F)cccc1F
  A: -1.1; B: 57; C: i; D: 8.0; E: -39%; F: 13%; G: -2.5%; H: 16%; I: -61%; J: 0.0%; K: i; L: 11

14: O=C(Nc1ccc(-c2nc3cc(Cl)ccc3o2)cc1)C1CCCO1 (configuration not stated)
  A: -0.8; B: 89; C: i; D: 0.5; E: -55%; F: 0%; G: 0.2%; H: -1%; I: -2%; J: -0.4%; K: i; L: 55

15: O=C(O)c1cc(=O)c2c(OCC(O)COc3cccc4oc(C(=O)O)cc(=O)c34)cccc2o1
  A: .; B: .; C: i; D: 2.4; E: -12%; F: 8%; G: -1.1%; H: -9%; I: 8%; J: 0.5%; K: .; L: .

16: COC(=O)c1cc2sccc2n1Cc1nc(-c2ccc(Cl)cc2)oc1C
  A: 2.8; B: 76; C: i; D: 1.9; E: 24%; F: -1%; G: -2.8%; H: -7%; I: 11%; J: -0.2%; K: i; L: 31

Structural class, the compounds so far with a Cl atom.
Short keys – A = NTR1 agonist; B = NTR1 agonist cell count 20 µM; C = Myeloid diff 2; D = Myeloid diff 2 GFP+ MAC1+ %; E = NOD1 inhibition; F = GPR55 LPI antagonism; G = KOR beta-arrestin-1; H = KOR beta-arrestin-2; I = HEK293 NOD2/NF-kB; J = GPR55 beta-arrestin; K = T cell HTS; L = T cell HTS vesicle-bound %
1: O=C(N/N=C/c1cccnc1)c1cccc(S(=O)(=O)Nc2cccc(Cl)c2)c1
  A: -0.2; B: 59; C: i; D: 0.4; E: -11%; F: 0%; G: -2.5%; H: 11%; I: 18%; J: 0.1%; K: i; L: 58

4: NS(=O)(=O)c1ccc(NC(=O)COC(=O)c2ccc(Cl)cc2[N+](=O)[O-])cc1
  A: 2.1; B: 57; C: i; D: 0.2; E: -3%; F: -7%; G: 2.7%; H: -4%; I: 6%; J: 0.3%; K: i; L: 7

7: NC(N)=NC(=O)c1nc(Cl)c(N)nc1N
  A: -1.4&-1.9&-3.8; B: 60&45&65; C: i; D: 14&6.7&5.2; E: -14%; F: 9%; G: -1.7%; H: -31%; I: 3%; J: -0.2%; K: i; L: 25&8&21

10: Cc1cc(Cl)ccc1NC(=S)N1CCN(Cc2ccccc2)CC1
  A: -0.5; B: 49; C: i; D: 0.2; E: -13%; F: 1%; G: -4.4%; H: -9%; I: 5%; J: 0.0%; K: i; L: 50

12: O=C(OCCN1CCCCC1)c1cccc(Cl)c1
  A: 0.6; B: 62; C: i; D: 0.2; E: 3%; F: -2%; G: 1.4%; H: 3%; I: 8%; J: -0.1%; K: i; L: 56

14: O=C(Nc1ccc(-c2nc3cc(Cl)ccc3o2)cc1)C1CCCO1 (configuration not stated)
  A: -0.8; B: 89; C: i; D: 0.5; E: -55%; F: 0%; G: 0.2%; H: -1%; I: -2%; J: -0.4%; K: i; L: 55

16: COC(=O)c1cc2sccc2n1Cc1nc(-c2ccc(Cl)cc2)oc1C
  A: 2.8; B: 76; C: i; D: 1.9; E: 24%; F: -1%; G: -2.8%; H: -7%; I: 11%; J: -0.2%; K: i; L: 31

These rows are one share of the data; rates above refer to the full screens.
